Screening results: PubChem, several laboratories
VHR inh abs: DUSP3 (human) phosphatase inhibition | P51452 | recombinant VHR phosphatase, pNPP absorbance | inhibition, % at 13.3 µM | 0.52% of 290,000 active; in the data active = inhibition above about 50%; also: some compounds called inactive have numbers as strong as hits
Target sequence (P51452 whole entry, looked up): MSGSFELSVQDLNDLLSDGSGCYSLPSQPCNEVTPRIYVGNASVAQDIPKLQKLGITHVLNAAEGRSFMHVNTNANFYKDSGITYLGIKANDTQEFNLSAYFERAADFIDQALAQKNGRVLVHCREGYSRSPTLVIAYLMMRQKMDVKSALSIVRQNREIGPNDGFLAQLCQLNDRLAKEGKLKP
CCHFV vOTU inh: CCHFV vOTU protease inhibition | 0.55% of 370,000 active | inhibition, % at 11.5 µM | Pep-AMC fluorescence; in the data active = inhibition above about 30%; also: 0% = vehicle wells with enzyme and 100% = no enzyme wells
SARS 3CLpro inh: SARS-CoV 3CLpro protease inhibition. AID 1706. inhibition, % at 6 µM. 0.14% of 290,000 active. P0C6X7. recombinant SARS-CoV 3CLpro, quenched FRET peptide cleavage; in the data active = inhibition above about 12%
PriA SSB inh: blocks PriA binding to SSB C-terminal tail. AlphaScreen SSBct-PriA binding, biotinylated peptide. inhibition, % at 33 µM. 0.6% of 430,000 active; in the data active = inhibition mostly above about 37%, no sharp cut-off; inactive = mostly below about 20%;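 also: plate controls were negative control peptide for no effect and reference peptide for full effect; strong numbers were not always called active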
TcdB inh: inhibitors of Clostridioides difficile toxin B glycohydrolase; 0.24% of 350,000 active; inhibition, % at 9.99 µM; P18177; TcdB glycohydrolase enzymatic assay, plate reader; AID 652162; in the data active = inhibition above about 10%
Vc quorum ag: quorum light induction in luxS cqsA deficient V. cholerae. V. cholerae BH1578 lux reporter, luminescence, 6 h. activation, % at 18.7 µM. 0.16% of 350,000 active. AID 588436; in the data active = activation mostly above about 9.7%, no sharp cut-off; also: not every result past the cut was called active; inactives centre near 0; reference of the scale not given here
Y pestis TopoI: blocks Yersinia pestis topoisomerase I activity; Y. pestis Topo-I cleavage product accumulation, plate reader; activity, % at 10 µM; 0.064% of 360,000 active; AID 504884; in the data active = activity above about 50%, passing the limit was not always enough; also: inactives centre near 2
PrPC TRFRET: inhibitors of human cell surface prion protein PrPC. P04156. TR-FRET read-out. inhibition, % at 13.8 µM. 0.43% of 370,000 active. AID 720596; in the data active = inhibition above about 24%; also: 0% = median of the test wells and 100% = reference compound wells
Rv3671c inh: inhibits the M. tuberculosis serine protease Rv3671c; inhibition, % at 5.96 µM; 0.048% of 320,000 active; P9WHR9; in the data active = inhibition above about 38%;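 also: extracellular domain of Rv3671c used as enzyme; 0% = enzyme with DMSO and 100% = no enzyme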
Target sequence (P9WHR9 whole entry, looked up, the tested form may be a part): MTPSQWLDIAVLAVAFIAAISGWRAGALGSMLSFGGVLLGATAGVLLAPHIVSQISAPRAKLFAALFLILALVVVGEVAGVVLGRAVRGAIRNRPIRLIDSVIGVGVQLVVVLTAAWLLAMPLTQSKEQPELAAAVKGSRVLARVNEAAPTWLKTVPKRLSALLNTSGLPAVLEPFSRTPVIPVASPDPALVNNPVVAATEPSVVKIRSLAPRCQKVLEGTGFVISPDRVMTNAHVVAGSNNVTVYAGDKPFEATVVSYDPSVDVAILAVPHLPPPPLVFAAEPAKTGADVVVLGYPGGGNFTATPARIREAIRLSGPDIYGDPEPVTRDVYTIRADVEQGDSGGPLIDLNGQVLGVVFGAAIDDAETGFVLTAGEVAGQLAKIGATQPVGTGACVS
MazEF act: activators of E. coli MazEF toxin-antitoxin RNase; activation, % at 20 µM; 0.32% of 350,000 active; P0AE70; FAM/BHQ RNA-DNA oligo cleavage fluorescence, 5 h; AID 504720; in the data active = activation above about 50%
Target sequence (P0AE70 whole entry, looked up): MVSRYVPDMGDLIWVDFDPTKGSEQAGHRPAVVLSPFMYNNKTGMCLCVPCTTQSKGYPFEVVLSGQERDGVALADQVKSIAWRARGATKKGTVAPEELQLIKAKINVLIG
The depositor's hits bear a star; i = inactive; x = not tested or not shown; & = joins results of further samples. These rows are one share of the data (hit frequency here may not be typical).

Every second line gives: VHR inh abs	CCHFV vOTU inh	SARS 3CLpro inh	PriA SSB inh	TcdB inh	Vc quorum ag	Y pestis TopoI	PrPC TRFRET	Rv3671c inh	MazEF act
- CCN(CC)CCN(C(=O)c1cc2c(ccc3ccccc32)oc1=O)c1nc2cc3c(cc2s1)OCCO3
→ -12	-184	-1	-3	0.7	i	21	-11	3	-23
- CCN(CC)C(=O)Oc1cc(=O)n(C)c2ccccc12
→ 0	14	0	-20	x	-1.4	1	-1	-12	4
- CC(NC(=O)c1ccc(S(=O)(=O)NCc2ccco2)cc1)c1ccc(F)cc1 (stereo unspecified)
→ x	-6	x	4	-0.5	-2.7	0	3	-9	9
- O=C(CCc1nnc(CCCCc2ccccc2)o1)N(CCO)Cc1ccccc1
→ 9	-19	2	-14	0.4	-0.3	34	-2	11	3
- CN(C1CCCCC1)S(=O)(=O)c1ccc(S(=O)(=O)N(CC(=O)Nc2ccccc2)C2CC2)cc1
→ 5	6	-2	-17	1.1	i	11	-2	3	4
- CN(C(=O)c1ccc(NC(=O)Cc2cccc(NC(=O)C3CCCN(C(=O)C4CCCC4)C3)c2)cc1)C1CC1 (stereo unspecified)
→ x	11	x	-10	0.0	i	19	2	x	7
- COc1ccc(C(=O)CC(=O)c2ccc(OC)cc2)cc1
→ -23	-10	-2	-9	1.3	0.2	-2	-4	-1	4
- COC(=O)c1ccc(N(CC(=O)NC2CCCC2)C(=O)CNC(=O)c2ccco2)cc1
→ -15	4	-4	-29	x	-0.8	-7	2	-1	0
- N=c1c2c(n(Cc3ccc(Cl)cc3)c3c1CCC3)CCC2
→ 10	-7	3	-7	0.2	-0.2	-2	13	1	11
- CC(OC(=O)CNC(=O)c1sc2ccccc2c1Cl)c1ccccc1 (stereo unspecified)
→ x	2	x	-33	1.1	-0.3	41	-2	-10	6

Single entries from above:
In Rv3671c inh, COc1ccc(C(=O)CC(=O)c2ccc(OC)cc2)cc1 has -1
In PriA SSB inh, N=c1c2c(n(Cc3ccc(Cl)cc3)c3c1CCC3)CCC2 has -7

Profiles from above. Screens in order: VHR inh abs, CCHFV vOTU inh, SARS 3CLpro inh, PriA SSB inh, TcdB inh, Vc quorum ag, Y pestis TopoI, PrPC TRFRET, Rv3671c inh, MazEF act
Profile of N=c1c2c(n(Cc3ccc(Cl)cc3)c3c1CCC3)CCC2 → 10, -7, 3, -7, 0.2, -0.2, -2, 13, 1, 11
Profile of COc1ccc(C(=O)CC(=O)c2ccc(OC)cc2)cc1 → -23, -10, -2, -9, 1.3, 0.2, -2, -4, -1, 4
Profile of O=C(CCc1nnc(CCCCc2ccccc2)o1)N(CCO)Cc1ccccc1 → 9, -19, 2, -14, 0.4, -0.3, 34, -2, 11, 3
Profile of CN(C1CCCCC1)S(=O)(=O)c1ccc(S(=O)(=O)N(CC(=O)Nc2ccccc2)C2CC2)cc1 → 5, 6, -2, -17, 1.1, i, 11, -2, 3, 4

More compounds follow.
Every second line gives: VHR inh abs	CCHFV vOTU inh	SARS 3CLpro inh	PriA SSB inh	TcdB inh	Vc quorum ag	Y pestis TopoI	PrPC TRFRET	Rv3671c inh	MazEF act
- Cc1ccc(C(=O)N[C@@H](Cc2ccccc2)C(=O)N2CCC3(CC2)NCCc2[nH]cnc23)cc1C
→ -4	16	-2	16	3.4	i	-3	2	-6	4
- O=[N+]([O-])c1cc2c(cc1CN1CCN(c3ccccc3F)CC1)OCO2
→ 27	5	3	2	-0.5	0.7	3	-7	x	8
- CC(=O)N1CCN(Cc2nc3cc(NC(=O)NC4CCCCC4)ccc3n2C)CC1
→ 10	9	3	-4	0.7	4.7	1	-3	8	1
- C[C@@H]1CN([C@H](C)CO)C(=O)CCCn2nncc2CO[C@H]1CN(C)Cc1ccc(Cl)c(Cl)c1
→ x	-9	x	x	2.6&1.7	-0.4	23	0	x	7
- COc1ccc(/C=C2/SC(=S)N(CCCC(=O)Nc3cccc(O)c3)C2=O)cc1
→ 22	-1	5	14	0.4	-0.5	5	1	-12	3
- COc1ccc2oc(C(=O)OCc3nnc(-c4ccccc4)o3)c(C)c2c1
→ x	1	x	-19	1.1	i	-2	-3	1	-5
- O=C(NC1c2ccccc2-c2ccccc21)N1CCCCC1
→ 10	-8	-3	-7	x	-5.0	2	-3	x	13
- S=c1nccc(-c2ccc(Cl)cc2)[nH]1
→ -15	-1	2	-6	1.1	-0.4	-3	6	1	4
- CCOc1ccc(N2C(=O)CC(NCCNc3ccc([N+](=O)[O-])cn3)C2=O)cc1 (stereo unspecified)
→ 18	-1	-4	6	0.5	5.6	-3	0	-3	4
- Cc1ccc2[nH]c(CNC(=O)c3ccc(F)cc3)cc2c1
→ 4	12	-2	12	1.4	-0.3	-8	-5	4	2
- CC(C)Sc1nc2ccccc2n1CC(=O)O
→ 30	6	4	-11&-10	1.2	i	8	6	1	5
- c1ccc(CNc2ncnc3c2cnn3-c2ccccc2)cc1
→ 16	15	-4	-4	x	i	4	14	0	17
- C=C(C)COc1ccc2c(C)c(C)c(=O)oc2c1OCC(=C)C
→ 4	0	4	-2	x	-0.2	-1	3	1	-3
- Cc1ccnc(NC(=O)CCC(=O)N(CC(=O)NC2CCCCC2)C2CCCC2)c1
→ 2	18	1	-7	-7.9	i	3	9	-4	3
- Nc1nc(CSc2nc3ccccc3s2)nc(N2CCCCC2)n1
→ 21	-1	0	-2	x	-0.3	13	16	3	6
- COc1ccc(S(=O)(=O)N(CC(=O)NCCCN(C)C)c2ccc(C)cc2)cc1OC
→ 1	-6	4	-11	x	i	-10	-3	8	-8
- C=CCNC(=O)C1CC(=O)N(c2ccc(OCc3ccc(F)cc3)cc2)C1 (stereo unspecified)
→ 12	4	0	-16	1.1	i	7	5	5	0
- CC(C)c1ccc2c(c1)C(=O)NC(C)(C)C2
→ -4	1	0	-1	0.4	-0.2	18	-1	6	9
- OC1(C(F)(F)F)CC(c2ccc3ccccc3c2)=NO1 (stereo unspecified)
→ 5	-3	4	-9	1.2	-0.6	-1	-2	-2	12
- Cc1cc(NC(=O)CSc2cn(C)c3ccccc23)no1
→ 4	-1	-8	-8	3.4	-0.3	-3	2	5	7
- C#CCOCCOCCOCCNc1nc(N2CCN(C(=O)[C@H]([C@@H](C)CC)n3cc([C@@H](N)CC(C)C)nn3)CC2)nc(N2CCN(C(=O)[C@H](Cc3cc4ccccc4[nH]3)n3cc([C@@H](N)Cc4ccc(O)cc4)nn3)CC2)n1
→ 21	x	0	34	x	x	x	x	-1	-43
- CC1(C)C2(C#N)C(=O)NC(=O)C12C#N (stereo unspecified)
→ x	9	x	-11	-0.3	-2.7	6	6	x	2
- Cc1cc(C)n2nc(S(=O)(=O)NC(C)(C)C)nc2n1
→ -5	-12	0	-1	0.5	1.8	6	10	8	7
- Cc1cc2cc(CN(Cc3cccs3)C(=S)NCC3CCCO3)c(=O)[nH]c2cc1C (stereo unspecified)
→ -4	-2	7	-6	x	i	7	7	0	-9
- O=C(C(NS(=O)(=O)c1cccc2nsnc12)c1ccccc1)N1CCN(c2ccccc2)CC1 (stereo unspecified)
→ -13	8	-4	7	-2.4	i	36	-18	0	0
- COc1ccc(-c2cc3nc(C4CCN(C(=O)OC(C)(C)C)CC4)c(C(=O)O)cn3n2)cc1
→ 11	-1	5	-9	3.4	-0.1	-2	0	2	-1
- CC1(C)C(CSc2nc3ccccc3[nH]2)C1(Cl)Cl (stereo unspecified)
→ 8	4	-5	-14	1.6	i	-1	19	-7	-7
- COc1ccccc1NC(=O)COc1ccc(/C=N/NC(=O)c2cccnc2)cc1
→ 5	3	0	x	-1.1	-0.8	18	6	-9	3
- Cc1ccc(S(=O)(=O)Nc2ccc3c4c(cccc24)CC3)c(C)c1
→ x	-2	9	17	x	0.1	14	7	-9	1
- Cc1cccc(OCCC(=O)OCC(=O)N2CCc3ccccc32)c1
→ 0	-4	5	-39	x	i	9	5	-2	-4
- Cc1ccc(Oc2ncnc3sccc23)cc1
→ 14	4	-4	-2	x	-0.4	0	-3	-2	-3
- COc1ccc(NC(=S)Nc2ccc3nsnc3c2)cc1
→ 13	118*	8	17	x	-0.3	2	-2	-129	-20
- Cc1cc([N+](=O)[O-])nn1CC(=O)N1CCOCC1
→ 16	-1	3	-7	1.6	-0.6	-2	-6	3	7
- Cc1ccc(NC(=S)Nc2cccc(S(=O)(=O)Nc3c(C)n(C)n(-c4ccccc4)c3=O)c2)cc1
→ 12	-6	-6	-1	-0.2	-0.3	11	7	-6	7
- Cc1ccn(C(CC(=O)c2ccc(Br)cc2)C(=O)O)n1 (stereo unspecified)
→ 2	14	-3	-2	x	-0.7	-1	-6	-10	-6
- CCC1(C)NC(=O)N(CC(=O)NCC(=O)Nc2c(C)cc(C)cc2C)C1=O (stereo unspecified)
→ x	-12	x	-1	1.0	i	5	-1	-6	-5
- Cc1cc(=O)[nH]c(N/N=C/c2cc(C)n(-c3ccccc3)c2C)n1
→ 5	-7	3	x	0.5	-0.4	9	9	13	-4
- CCC(=O)Oc1ccc(C(=O)Nc2ccc3c(c2)OCO3)cc1
→ 26	10	-3	-3	-0.6	-0.2	2	8	0	-3
- COc1ccccc1NC(=O)CCCN1C(=O)C(c2ccccc2)Oc2cccnc21 (stereo unspecified)
→ 33	8	-3	-12	0.7	i	25	13	3	-4
- Cc1c(Br)c(=O)oc2c(Br)c(O)ccc12
→ -2	-48	4	-5	0.9	0.1	1	2	0	10
- C=CCN(c1ccccc1)S(=O)(=O)c1ccc2[nH]cc(C(=O)NCCOC)c(=O)c2c1
→ 21	-10	0	-26	1.4	1.7	5	-2	3	6
